S aureus QS inh – blocks AIP-induced quorum sensing reporter in S. aureus; S. aureus RN6390 RNAIII-GFP reporter, flow cytometry 3 h; inhibition, % at 2 µM; hit rate 0.3% among 24,000; AID 527;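 active = share of bacteria positive for the green fluorescent reporter and its mean brightness both inhibited by 50% or more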;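 note: 0% = AIP-stimulated control and 100% = unstimulated bacteria without AIP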
S aureus QS inh GFP MFI % – second read-out of S aureus QS inh, no call of its own (marks repeat the call); inhibition, %; measured here: inhibition of GFP MFI
Active calls of the source: *. This is a subset; the hit share may differ from the screen's.

Start of the data: the first 2 entries, ahead of the listing:
SMILES	S aureus QS inh	S aureus QS inh GFP MFI %
CCN(CC)CCNC(=O)c1ccc2c(=O)n(CCc3ccccc3)c(=O)[nH]c2c1	-3	-11
CN1CCN(C(=O)c2ccccc2N(Cc2ccccc2)S(C)(=O)=O)CC1	-1	2

The listing, previewed entries included:
SMILES	S aureus QS inh	S aureus QS inh GFP MFI %
CCN(CC)CCNC(=O)c1ccc2c(=O)n(CCc3ccccc3)c(=O)[nH]c2c1	-3	-11
CN1CCN(C(=O)c2ccccc2N(Cc2ccccc2)S(C)(=O)=O)CC1	-1	2
Clc1ccc2nc(N3CCN(c4ccccc4)CC3)sc2c1	1	19
Cc1c(C(=O)N2CCN(c3ccccn3)CC2)sc2ncnc(N3CCN(c4ccccc4)CC3)c12	5	1
COc1ccc(C2CCCN2C(=O)Nc2cccc(C(C)=O)c2)cc1OC (stereo unspecified)	6	25
CC1CCN(S(=O)(=O)c2ccc(F)c(C(=O)O)c2)CC1	3	11
CCOCCCNC(=O)C1CCC(CNS(=O)(=O)c2cccc3nsnc23)CC1 (stereo unspecified)	-4	-7
CC/C(O)=C(/C#N)c1nnc2n1CCCCC2	-4	-8
COc1ccccc1N1CCN(C(=O)c2cc(-c3ccc(Cl)cc3)on2)CC1	6	15
COc1ccc(NC(=O)c2cc3c(=O)n(C)c4ccccc4c3n2C)cc1OC	1	13
CCc1nnc(NC(=O)CSc2nc(-c3ccc(OC)cc3)ns2)s1	-4	-9
O=C(c1ccc(COc2ccccc2Cl)o1)N1CCN(c2ccccc2)CC1	16	22
O=C(Nc1nccs1)C1CCCN(S(=O)(=O)c2cccc3cccnc23)C1 (stereo unspecified)	-3	-40
CCOC(=O)c1sc2cccc(F)c2c1N	-1	-6
CN(CCCn1c(=S)[nH]c2ncccc2c1=O)Cc1ccccc1	-2	-60
CC(=O)NCCOc1cccc(OCCNC(C)=O)c1	1	4
O=C(Nc1ccc(NC(=O)C2CCCN2C(=O)OCc2ccccc2)cc1)c1ccco1 (stereo unspecified)	7	60
O=C(CN(c1ccc(F)cc1)S(=O)(=O)c1ccc2c(c1)OCCO2)Nc1cccnc1	1	3
O=C1C2CCCN2C(c2ccc(F)c(F)c2)N1c1cccc(Cl)c1 (stereo unspecified)	-1	0
Cc1nn(CCCC(=O)N2CCc3ccccc3C2)c(=O)c2cc3sccc3n12	6	28
CCOc1ccc(-n2nc(C(=O)N3CCOCC3)c3ccccc3c2=O)cc1	4	21
COc1cc(Nc2cc(C)nc3nc(C)nn23)cc(OC)c1OC	-3	4
CC(C)n1nnnc1SCC(=O)Nc1ccccc1N1CCOCC1	-2	-4
Cc1ccc2c(c1)NC(=O)C(CC(=O)NCCN(C)C)O2 (stereo unspecified)	4	13
CC1CCN(C(=O)C2CCCN(S(C)(=O)=O)C2)CC1 (stereo unspecified)	2	11
COc1ccc(C2N(c3cccc(Cl)c3)C(=O)C3CCCN32)cc1 (stereo unspecified)	2	7
Cc1cc(C(=O)Nc2sc3c(c2C#N)CCCCC3)cs1	0	-18
COc1ccc(C2CC(c3ccc(Cl)cc3Cl)n3nc(N)nc3N2)cc1 (stereo unspecified)	0	-2
Cc1cc(C)nc(-n2nc(C)cc2NC(=O)c2ccc(Br)o2)n1	0	4
OC(CN1CCN(c2ccccn2)CC1)Cn1c2ccccc2c2ccccc21 (stereo unspecified)	-1	0
Cc1ccccc1-c1nc(CN2CCC(C(=O)NCCC3=CCCCC3)CC2)c(C)o1	13	46
CCn1cc(C(=O)Nc2cccc(NC(C)=O)c2)c2cc(OC)c(OC)cc2c1=O	-4	-26
CC1CCC(NC(=O)c2ccc(CS(=O)(=O)Cc3ccccc3F)o2)CC1 (stereo unspecified)	1	9
O=C(CCN1C(=O)c2ccncc2C1=O)NCc1ccc(Cl)cc1	4	16
CC(=O)c1ccc(NC(=O)C2CC(c3ccc(F)cc3)=NO2)cc1 (stereo unspecified)	2	4
COc1ccc(CCNC(=O)C2CCN(Cc3nc(-c4cccc(Cl)c4)oc3C)CC2)cc1OC	2	25
CCOc1ccc(C2CC(c3cccc(OC)c3)Nc3ncnn32)cc1 (stereo unspecified)	-5	-8
O=C(CCn1c(=O)oc2ccccc21)N1CCN(C(c2ccccc2)c2ccccc2)CC1	-3	14
Cc1cc(C(=O)NCc2ccc3c(c2)OCO3)n(-c2ccccc2)n1	0	0
CCN(CC)S(=O)(=O)c1ccc2oc(SCc3ccc(F)cc3)nc2c1	-1	8
Cc1oc(-c2ccccc2F)nc1CS(=O)(=O)CC(=O)NCc1ccco1	-1	0
Cc1onc(-c2c(Cl)cccc2Cl)c1C(N)=O	0	7
Cc1cc(C)nc(SCCS(=O)Cc2ccc(Cl)cc2)n1 (stereo unspecified)	0	10
O=C(Cn1ncc2c1-c1ccccc1OC2)Nc1nc2ccccc2s1	2	3
O=c1oc2ccccc2c2nccnc12	0	5
O=c1cc(O)nc(SCc2ccc(Cl)cc2)[nH]1	-1	-13
CS(=O)(=O)N(CC(=O)NCc1ccncc1)Cc1ccc(Cl)cc1	-1	-6
O=C(CN(c1ccc(F)cc1)S(=O)(=O)c1ccc2c(c1)OCCO2)Nc1ccc2c(c1)OCO2	2	5
CCOC(=O)CSc1nnc(CNC(=O)c2cccs2)n1-c1cc(C)ccc1C	1	6
CCOC(=O)N1CCC(NC(=O)c2ccc(NC(=O)C3CCCO3)cc2)CC1 (stereo unspecified)	-4	-12
O=C(CCCn1c(=O)c2sccc2n(CC(=O)OCc2ccccc2)c1=O)NCc1ccco1	6	28
CCOC(=O)CC1=C(C(=O)OCC)C(c2ccc(C)o2)C(C#N)=C(N)O1 (stereo unspecified)	2	3
Cc1noc(C(=O)N2CC3(C)CC2CC(C)(C)C3)c1Cl (stereo unspecified)	1	2
O=C(c1oc(=O)c2ccccc2c1-c1ccccc1)N1CCN(C2CCCCC2)CC1	49	53
Cc1ccnc(NC(=O)CN(C)S(=O)(=O)c2cccc3nsnc23)c1	-5	-22
CC(C)CCOC(=O)C1C2C=CC3(CN(Cc4cccs4)C(=O)C13)O2 (stereo unspecified)	-1	10
O=C(CN1CCCC1)N1CCCc2c1c(=O)oc1ccc(OCc3ccccc3)cc21	-1	-12
O=C(Nc1nnc(C2CCCCC2)s1)c1cccs1	0	-35
CCOC(=O)C1=C(C)Nc2nnnn2C1c1cccc(OC)c1OC (stereo unspecified)	-3	-6
CCOC(=O)N1CCN(C(=O)C2CCCN(S(=O)(=O)c3cccnc3)C2)CC1 (stereo unspecified)	-2	-29
New compounds follow.
SMILES	S aureus QS inh	S aureus QS inh GFP MFI %
O=C(c1ccc(N2CCCCS2(=O)=O)cc1)N1CCN(c2ccc(N3CCOCC3)nn2)CC1	-6	-24
O=S(=O)(NCC(c1cccnc1)N1CCN(c2ccc(F)cc2)CC1)c1ccccc1 (stereo unspecified)	-2	1
CCc1ccc2[nH]c(=O)c(C(c3nnnn3CC3CCCO3)N3CCN4CCCC4C3)cc2c1 (stereo unspecified)	0	5
COc1ccc2nc(NC(=O)C3CCCN(S(=O)(=O)c4cccc5nsnc45)C3)sc2c1 (stereo unspecified)	4	13
O=C(c1ccccc1)N1CC(COc2ccccc2)OC(c2ccco2)O1 (stereo unspecified)	32	55
COc1ccc(Oc2ccc(/C=C/C(=O)c3ccc(O)cc3)cc2[N+](=O)[O-])cc1	0	19
COCCN1C(=O)c2oc3c(C)cc(C)cc3c(=O)c2C1c1cccc(O)c1 (stereo unspecified)	0	2
CC1CCN(C(=O)CSc2nnc(Cc3cccn3C)n2-c2ccc(F)cc2)CC1	5	17
CCN(C(=O)CN1CCN(c2ccccc2OC)CC1)c1c(N)n(Cc2ccccc2)c(=O)[nH]c1=O	-1	-9
O=C(c1ccccc1)C1C(=O)c2ccccc2C1=O	-1	4
O=C(NCCN1CCOCC1)c1ccc(CS(=O)(=O)c2ccc(Cl)cc2)o1	-3	10
CN1CCN(c2cc3c(c4c2[nH]c2ccccc24)C(=O)CC(C)(C)C3)CC1	0	13
Cc1ccc(NC(=O)CN(C)S(=O)(=O)c2cccc3nsnc23)cc1Cl	0	-60
c1ccc(-c2cc(N3CCCCC3)ncn2)cc1	-1	-2
COc1ccccc1C(=O)Nc1ccc(N2CCN(S(C)(=O)=O)CC2)cc1	1	-4
CCn1cc(C(=O)O)c(=O)c2cc(F)c(N3CCN(C(=O)Nc4ccccc4)CC3)cc21	4	23
C#CC(C)(C)NC(=O)CSc1nc2c(c(=O)n(C)c(=O)n2C)n1CCCC	-2	-5
COc1ccc2[nH]cc(CCN=C3SCC(=O)N3C)c2c1	-9	-19
CC1CCc2nn(CC(=O)NCCN3CCOCC3)cc2C1 (stereo unspecified)	-1	-11
Cc1ccccc1-c1nnc(SCC(=O)Nc2ccc3c(c2)OCCO3)n1N	-3	-19
CCOCCn1c(=O)c2c(nc3n2CCN3c2ccc(C)cc2)n(C)c1=O	3	12
O=C(CCN1C(=O)C2C3C=CC(C3)C2C1=O)N1CCN(c2cccc(Cl)c2)CC1 (stereo unspecified)	8	20
O=C1CCCC2=C1C1(CCCC1)N=C(Nc1nc3ccccc3s1)N2	0	-4
COc1ccc2c(c1)C1(C)CC(C)(C)N2C(=O)N1c1ccccc1 (stereo unspecified)	1	0
COC(=O)CSc1ccc2c(N)c(C(=O)OC)sc2c1	-1	12
O=C(Nc1ccc(S(=O)(=O)N2CCc3ccccc32)cc1)c1ccc2c(c1)OCO2	-1	11
CCOC(=O)c1[nH]c(C)c(C(=O)NC2CCCC2)c1C	-2	-1
N=c1oc2c3c4c(cc2cc1C(=O)Nc1ccccc1)CCCN4CCC3	1	17
O=C(Cn1cc2c(n1)CCCCC2)Nc1ccc(F)cc1F	3	-19
O=C1Nc2cc(Cl)ccc2C1(N1CCNCC1)C(F)(F)F (stereo unspecified)	1	7
COc1ccc(Br)cc1-c1noc(-c2ccccc2)n1	-1	-1
COc1cccc(Nc2c(F)c(OC)c(F)c(F)c2C(=O)O)c1	-2	-14
Cc1[nH]c(=S)[nH]c(=O)c1Cc1ccccc1	-6	-14
COC(=O)c1cc(=O)nc2sc(-c3ccc(F)cc3)nn12	0	1
Cc1nc(SCC(=O)N2CCC(C(N)=O)CC2)n[nH]1	0	-11
CCOc1ccccc1NC1c2ccccc2C(=O)N1c1ccc(C)cn1 (stereo unspecified)	9	13
COc1cc(C(=O)N2CCC(NC(=O)C(Cc3ccc(C)cc3)NC(C)=O)CC2)cc(OC)c1OC (stereo unspecified)	-1	-6
CCCC(=O)c1cc2cc(Cl)ccc2oc1=O	-4	-11
COc1ccc(-c2noc(-c3ccccc3C(=O)NCc3ccco3)n2)cc1	4	0
CCCS(=O)(=O)N1CCCC(C(=O)NCCN(C)Cc2ccccc2)C1 (stereo unspecified)	9	20

Six entries already listed, ordered by molar mass, highest first.
SMILES	S aureus QS inh	S aureus QS inh GFP MFI %
O=C(CCN1C(=O)C2C3C=CC(C3)C2C1=O)N1CCN(c2cccc(Cl)c2)CC1 (stereo unspecified)	8	20
CCCS(=O)(=O)N1CCCC(C(=O)NCCN(C)Cc2ccccc2)C1 (stereo unspecified)	9	20
COc1ccc(-c2noc(-c3ccccc3C(=O)NCc3ccco3)n2)cc1	4	0
O=C1CCCC2=C1C1(CCCC1)N=C(Nc1nc3ccccc3s1)N2	0	-4
COc1cccc(Nc2c(F)c(OC)c(F)c(F)c2C(=O)O)c1	-2	-14
O=C(Cn1cc2c(n1)CCCCC2)Nc1ccc(F)cc1F	3	-19

Other entries.
SMILES	S aureus QS inh	S aureus QS inh GFP MFI %
CS(=O)(=O)N1CCC(C(=O)NCCN2CCN(Cc3ccccc3)CC2)CC1	2	18
COc1ccc(NC(=O)c2oc3ccccc3c2NC(=O)c2ccc3c(c2)OCO3)cc1	18	15
Cc1cc(/C=N\O)c(C)n1-c1ccncc1	-3	0
CCOC(=O)N1CCN(C(=O)c2ccc3c(=O)n(CCC4=CCCCC4)c(=O)[nH]c3c2)CC1	3	10
CN/C(=C/[N+](=O)[O-])NCCSCc1ccc(CN(C)C)o1	-2	-6
CCn1cc(C(=O)N2CC=C(c3ccccc3)CC2)c(=O)c2ccc(C)nc21	17	31
c1ccc(-c2cc(CSc3nc4ccccc4[nH]3)on2)cc1	-3	-5
Cc1cccc(-c2nc(CS(=O)CC(=O)NCC3CCCO3)c(C)o2)c1 (stereo unspecified)	-3	-4
CC(=O)c1cccc(NC(=O)CCS(=O)(=O)c2cccc3nonc23)c1	1	0
COc1ccc(CN(CC(=O)NCC2CCCO2)C(=O)CCC(=O)Nc2cc(C)on2)cc1 (stereo unspecified)	0	1
O=C(CSc1nnc(CNC(=O)c2c(F)cccc2Cl)o1)Nc1ccccc1	1	18
Cc1cc(C)c(OCC(=O)Nc2ccc3c(c2)OCO3)cc1C	0	-1
Cc1noc(C)c1S(=O)(=O)N1CCCC(C(=O)NCc2ccccn2)C1 (stereo unspecified)	-4	-3
Cc1ccc(CC2CC(=O)N(c3cc(C)on3)C2=O)cc1 (stereo unspecified)	-1	0
Cn1c(C(=O)O)c(CC(=O)NCC2COc3ccccc3O2)c2ccccc21 (stereo unspecified)	1	16
CC1CCCC(C)N1c1nnc(N)s1 (stereo unspecified)	-2	-2
Fc1ccc2nc(N3CCCCC3)sc2c1	-1	1
Cc1cc(C(=O)Nc2cccc(O)c2)c(C)o1	-2	-2
O=c1c2ccccc2sn1-c1ccc(S(=O)(=O)N2CCCCC2)cc1	1	-1
CCCOC(=O)c1ccc(OCC(O)CN2CCN(C(=O)c3ccccc3)CC2)cc1 (stereo unspecified)	0	12
COc1cc(NS(=O)(=O)c2ccc(F)cc2)c(C(=O)O)cc1OC	2	8

4 entries from above in a different format:
The line under a structure holds: S aureus QS inh | S aureus QS inh GFP MFI %
COc1cc(NS(=O)(=O)c2ccc(F)cc2)c(C(=O)O)cc1OC
→ 2 | 8
COc1ccc(CN(CC(=O)NCC2CCCO2)C(=O)CCC(=O)Nc2cc(C)on2)cc1 (stereo unspecified)
→ 0 | 1
Cc1cc(/C=N\O)c(C)n1-c1ccncc1
→ -3 | 0
CC(=O)c1cccc(NC(=O)CCS(=O)(=O)c2cccc3nonc23)c1
→ 1 | 0

High-throughput results (PubChem BioAssay)
